# Source: PubChem BioAssay (National Center for Advancing Translational Sciences (NCATS))
# IDH1 R132H inh: qHTS for Inhibitors of mutant isocitrate dehydrogenase 1 (IDH1): qHTS; actives 0.093% (n = 390,000); Potency, µM (highest dose often 76.6 µM), inactives show at the highest dose activity change, negative = inhibition, actives largely listed as inhibitors; IDH1-R132H enzyme, NADPH consumption, diaphorase/resazurin fluorescence; Isocitrate dehydrogenase [NADP] cytoplasmic (Homo sapiens), O75874; further: on the % scale 0 is the no-effect control and ±100 the full control effect; nearly all actives have a fitted effect of over 65% in size
# Target sequence (O75874 whole entry R132H, stated change not applied): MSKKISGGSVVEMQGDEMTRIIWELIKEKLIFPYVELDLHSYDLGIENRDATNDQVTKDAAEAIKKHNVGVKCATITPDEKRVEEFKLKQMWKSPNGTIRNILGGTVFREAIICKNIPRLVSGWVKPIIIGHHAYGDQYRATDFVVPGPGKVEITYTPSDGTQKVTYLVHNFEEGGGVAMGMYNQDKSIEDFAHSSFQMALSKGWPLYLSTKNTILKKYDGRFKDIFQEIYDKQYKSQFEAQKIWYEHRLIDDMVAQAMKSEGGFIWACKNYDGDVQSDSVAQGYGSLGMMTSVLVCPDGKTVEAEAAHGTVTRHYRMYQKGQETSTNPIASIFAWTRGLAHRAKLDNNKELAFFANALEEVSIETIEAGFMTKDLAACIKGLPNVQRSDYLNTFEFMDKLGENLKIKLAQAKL
#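 IDH1-R132H (0.5 ug/mL dispensed) in pH 7.5 Tris buffer was preincubated 30 min with compound, then given a substrate mix of 0.016 mM NADPH and 2 mM alpha-KG for 80 min at room temperature; remaining NADPH was read by diaphorase/resazurin fluorescence.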
# ALOX12 inh: Primary qHTS assay for inhibitors of human arachidonate 12S-lipoxygenase (ALOX12): Round 2. Polyunsaturated fatty acid lipoxygenase ALOX12 (Homo sapiens), P18054. purified 12hLO, xylenol orange hydroperoxide absorbance. Potency, µM (top dose mostly 108 µM), inactives show top-dose activity change, negative = inhibition, usual class: inhibitors. actives 1.1% (n = 580,000). AID 1671190, 2021; further: on the % scale 0 is the no-effect control and ±100 the full control effect
#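 Purified human 12hLO at 150 nM in 25 mM Hepes, 0.01% Triton X-100, pH 7.0, preincubated 15 min at room temperature with compound. Reaction started with 40 uM arachidonic acid, 30 min at room temperature. Hydroperoxide measured by Fe-xylenol orange, 573/405 nm absorbance ratio.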
# RXFP1 ag: qHTS Assay for Agonists of the Relaxin Receptor RXFP1 | Relaxin receptor 1 (Homo sapiens), Q9HBX9 | AID 2676, 2010 | actives 0.3% (n = 370,000) | HEK293T-RXFP1 cAMP TR-FRET, 30 min; response scale: percent of porcine relaxin response, buffer zero | Potency, µM (doses to about 57.5 µM), inactives show at the highest dose activation, hits mostly activators; further: on the % scale 0 is the no-effect control and ±100 the full control effect; nearly all actives have a fitted effect of over 60% in size; many of its hits are not listed in these tables
#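 cAMP rise read by TR-FRET after 30 min, 37C compound exposure (up to 58 uM) in RXFP1-transfected HEK293 cells with Ro 20174 present. EC50 from Hill-equation fits, with 29 nM porcine relaxin as 100% and buffer as basal.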
# TrxR1 substrate: qHTS Assay for Substrates of Mammalian Selenoprotein Thioredoxin Reductase 1 (TrxR1): qHTS; purified TrxR1 substrate turnover, NADPH consumption readout; Potency, µM (series often up to 114 µM), without a hit: at the highest dose activity change, negative = substrate turnover; actives 0.01% (n = 390,000); further: on the % scale 0 is the no-effect control and ±100 the full control effect; nearly all actives have a fitted effect of over 50% in size
#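 Rat TrxR1, dispensed at 90 nM, was prereduced with 400 uM NADPH (final) for 5 min at ~22 deg C, then incubated with compound 15 min before 400 uM selenite. A first-read NADPH fluorescence drop versus no-compound background flagged substrates.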
# USP1 inh: Inhibitors of USP1/UAF1: Primary Screen | Ubiquitin carboxyl-terminal hydrolase 1 (Homo sapiens), O94782 | recombinant USP1/UAF1, Ub-Rhodamine cleavage fluorescence | Potency, µM (series often up to 57.1 µM), for the others: top-dose activity change, negative = inhibition, usual class: inhibitors | actives 0.23% (n = 390,000); further: on the % scale 0 is the no-effect control and ±100 the full control effect; nearly all actives have a fitted effect of over 60% in size; inactives centre near -12
#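 Step one: compound is pinned into 1nM USP1/UAF1 in HEPES pH 7.8 buffer with TCEP. Step two: 15 min room-temperature incubation. Step three: Ub-Rho (150nM final) starts cleavage, tracked by fluorescence over six one-minute reads.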
# TrxR1 inh: qHTS Assay for Inhibitors of Mammalian Selenoprotein Thioredoxin Reductase 1 (TrxR1): qHTS | recombinant rTrxR1, NADPH fluorescence consumption, selenite substrate | Potency, µM (doses to about 114 µM), for inactives: at the highest dose activity change, negative = inhibition, actives largely listed as inhibitors | actives 1% (n = 390,000); further: on the % scale 0 is the no-effect control and ±100 the full control effect; nearly all actives have a fitted effect of over 65% in size
#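 Rat TrxR1 (90 nM in the dispensed reagent) was pre-reduced with 400 uM NADPH for 5 min at room temperature, then incubated with compound for 15 min. After 400 uM selenite was added, NADPH fluorescence (Ex 340/Em 450 nm) was followed for 8 min.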
# Vif-A3F inh: qHTS for Inhibitors of Vif-A3F Interactions: qHTS | actives 0.2% (n = 390,000) | Potency, µM (doses to about 46.1 µM), inactives show top-dose activity, negative = active | HeLa A3F-eYFP + Vif (tagged APOBEC3F with the HIV-1 protein that degrades it), YFP fluorescence increase; further: % of control where 0% means no effect; nearly all actives have a fitted effect of over 65% in size
#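 HeLa cells stably expressing Vif plus C-terminally eYFP-tagged A3F were seeded, incubated overnight at 37 deg C, dosed with compound, incubated overnight again at 37 deg C. Yellow fluorescence (Ex 488/Em 500-530) reported blocked Vif-mediated A3F-eYFP degradation.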
# Vif-A3G inh: qHTS for Inhibitors of Vif-A3G Interactions: qHTS; HeLa A3G-eYFP + Vif (tagged APOBEC3G with the HIV-1 protein that degrades it), YFP fluorescence, overnight; DNA dC->dU-editing enzyme APOBEC-3G (Homo sapiens), Q9HC16; AID 602310, 2012; actives 0.076% (n = 410,000); Potency, µM (titrated, usually from 46.1 µM), for inactives: at the highest dose activity, negative = active, usual class: inhibitors;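 further: on the % scale 0 is the no-effect control and ±100 the full control effect; nearly all actives have a fitted effect of over 60% in size; hits raise eYFP signal because A3G escapes Vif-driven loss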
# Target sequence (Q9HC16 whole entry, looked up): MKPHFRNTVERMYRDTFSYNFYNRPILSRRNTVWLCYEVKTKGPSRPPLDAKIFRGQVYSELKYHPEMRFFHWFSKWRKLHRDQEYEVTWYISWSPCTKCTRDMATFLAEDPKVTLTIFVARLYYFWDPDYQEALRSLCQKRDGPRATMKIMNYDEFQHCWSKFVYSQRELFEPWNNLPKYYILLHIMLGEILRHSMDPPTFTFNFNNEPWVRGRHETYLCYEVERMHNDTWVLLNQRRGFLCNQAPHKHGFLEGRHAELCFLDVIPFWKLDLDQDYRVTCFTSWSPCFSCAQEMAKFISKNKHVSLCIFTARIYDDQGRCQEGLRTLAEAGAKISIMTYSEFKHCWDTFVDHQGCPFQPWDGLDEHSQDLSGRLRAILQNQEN
#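 HeLa cells stably expressing Vif and C-terminally eYFP-tagged A3G, seeded overnight at 37 deg C, then exposed to compound by pintool overnight at 37 deg C. Rise in yellow fluorescence (Ex 488/Em 500-530, Acumen) marks blocked Vif-driven A3G degradation.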
# RGS4 inhibitor: Inhibitors of Regulator of G Protein Signaling (RGS) 4: qHTS; Regulator of G-protein signaling 4 (Homo sapiens), P49798; Transcreener GDP fluorescence polarization, RGS4-accelerated GTP hydrolysis; Potency, µM (titrated, usually from 114 µM), for inactives: top-dose activity change, negative = inhibition, usual class: inhibitors; actives 0.039% (n = 390,000); AID 504845, 2011; further: on the % scale 0 is the no-effect control and ±100 the full control effect; nearly all actives have a fitted effect of over 75% in size; some results filed as inactive show a strong effect at the top dose
# Target sequence (P49798 whole entry, looked up): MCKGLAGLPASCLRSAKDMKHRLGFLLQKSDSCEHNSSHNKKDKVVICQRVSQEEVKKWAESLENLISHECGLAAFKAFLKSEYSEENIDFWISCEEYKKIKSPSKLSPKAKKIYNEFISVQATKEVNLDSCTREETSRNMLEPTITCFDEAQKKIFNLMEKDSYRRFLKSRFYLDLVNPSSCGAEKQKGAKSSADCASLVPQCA
#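 MLSMR compounds (23 nl, pin-transferred) preincubated 10 min at room temperature with a 500nM (2x) first reagent, then RGS4 at 900nM (2x) plus Transcreener GDP mix added; fluorescence polarization (620/688 nm) read before and after 90 min at 30 °C.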
# The depositor's hits bear a star; ? = inconclusive; · = not tested or not shown; & = joins results of further samples; [ ] = dose if it differs, or a comment. The call rests on the fitted dose curve; in most records, active means well fitted curve in the direction sought with a large enough effect; inconclusive means small, poorly fitted or top-dose-only effect, or another doubt; inactive means no such curve, though single readings can be large; an effect the other way counts as inactive or inconclusive. Potency means the concentration at half of the fitted maximal effect.
SMILES,IDH1 R132H inh,ALOX12 inh,RXFP1 ag,TrxR1 substrate,USP1 inh,TrxR1 inh,Vif-A3F inh,Vif-A3G inh,RGS4 inhibitor
CCc1c(C)nc2ncnn2c1N1CCN(S(=O)(=O)c2ccc(OC)cc2)CC1,-5.5%,6.5%,-2.0%,-2.9%[57.1 µM],-13.1%,-3.9%[57.1 µM],3.7%,-0.2%,5.1%
Cc1ccc(OCCC(=O)OCC(=O)Nc2ccc(C)cc2Cl)cc1,12.2%,-2.5%&1.5%,2.6%,-13.1%,-17.7%,-19.6%,3.4%,1.2%,-10.2%
COc1ccc(C)cc1S(=O)(=O)N(CC(=O)Nc1cccc([N+](=O)[O-])c1)c1cc(C)cc(C)c1,8.5%,3.4%,0.9%,3.7%[57.1 µM],-19.5%,14.3%,4.9%,-3.2%,6.2%
Cc1nn(CC(=O)NCc2ccccn2)c(C)c1[N+](=O)[O-],2.4%,13.5%,2.4%,7.4%,-19.5%,18.3%,-7.4%,0.4%,-3.2%
CN1CCN(c2ccc(NC(=O)c3ccc(Br)o3)cc2)CC1,0.0%,0.0%,-2.4%,-0.7%,-19.1%,12.6%,-3.6%,-0.3%,0.0%
CCN(C(=O)COC(=O)CNC(=O)c1ccc(C)s1)c1ccccc1,7.4%,-5.7%,2.5%,1.1%,-10.2%,15.5%,4.1%,-1.0%,2.1%
Cc1ccc2c(c1)N(CC(=O)NCCc1ccccc1)C(=O)c1cccnc1O2,6.2%,?,3.0%,5.3%[57.1 µM],-12.7%,7.9%[57.1 µM],-1.9%,0.8%,22.3%
COc1ccc(C)cc1NC(=O)C12CCC(C)(C(=O)O1)C2(C)C (stereo not given),15.5%,11.6%,1.3%,0.5%,0.9%,7.9%,-1.6%,2.1%,-5.2%
O=C(CN1CCN(CC(=O)Nc2ccc3c(c2)OCO3)CC1)Nc1ccc(F)cc1,2.6%,0.0%,2.4%,-4.7%[57.1 µM],-16.7%,10.8%[57.1 µM],2.3%,4.3%,-13.3%
O=C(NCCc1ccccc1)C1CCN(S(=O)(=O)N2CCCCC2)CC1,2.0%,-1.4%,-0.7%,6.2%[57.1 µM],-23.7%,19.0%[57.1 µM],3.7%,0.6%,-10.4%[56.9 µM]
Cc1cc2ncn(-c3ncccc3[N+](=O)[O-])c2cc1C,-1.5%,?,-0.3%,10.5%[57.1 µM],-15.4%,8.6%[57.1 µM],-2.1%,0.2%,-8.9%
Cc1ccc(C(=O)Nc2ccc(NC(=O)c3cccs3)cc2)c(C)c1,-1.8%,-4.5%,-0.2%,14.7%[57.1 µM],-19.1%,20.9%[57.1 µM],-32.5%,-7.8%,3.9%
O=C1CCC(C(=O)N(c2ccccc2)C2(C(=O)NC3CCCCC3)CCCCC2)N1 (stereo not given),2.3%,-16.8%,-1.3%,2.9%,-8.8%,9.3%,-11.4%,-7.2%,13.1%
Cn1c(=O)oc2cc(S(=O)(=O)N3CCN(c4ccccc4F)CC3)ccc21,6.9%,28.8%,1.9%,0.1%,-25.1%,9.7%,-7.2%,-0.6%,-16.3%
CCN(CC)c1ccc(NC(=O)CCN2C(=O)c3ccccc3S2(=O)=O)c(C)c1,-2.1%,-2.7%,-1.8%,-3.1%[57.1 µM],-5.8%,-2.0%[57.1 µM],7.4%,0.1%,8.8%
COc1ccc(OC)c2sc(NC(=O)CCS(=O)(=O)c3ccccc3)nc12,-6.5%,14.7%,·,-3.2%[57.1 µM],-9.2%,0.7%[57.1 µM],2.6%,11.2µM*,-19.2%
O=C(NC1CCCCC1)c1cc(-c2ccc(F)cc2)on1,17.3%,0.0%,-0.8%,1.6%[57.1 µM],-26.4%,26.3%[57.1 µM],13.2%,1.5%,20.3%
COc1ccc(S(=O)(=O)N(C)C[C@H]2Oc3cc(Br)ccc3S(=O)(=O)N([C@H](C)CO)C[C@H]2C)cc1,-9.6%,14.5%,·,·,?,·,-2.5%,-7.0%,·
O=S(=O)(c1ccccc1)c1nnn2c1nc(NC1CCN(Cc3ccccc3)CC1)c1cc(Cl)ccc12,0.8%,-13.9%,5.1%,15.0%,-12.7%,41.8%[activator],0.8%,-2.5%,-1.7%
Cc1ccc(CNC(=O)CN2C(=O)C3CCCCN3c3ccc(C(=O)N4CCCC4)cc32)cc1 (stereo not given),43.2%[activator],5.8%,0.8%,4.5%[57.1 µM],-28.6%,25.6%[57.1 µM],-0.3%,1.6%,2.3%
CCOc1ccc2nc(N3CCN(C(=O)c4ccc(S(=O)(=O)CC)cc4)CC3)sc2c1,9.4%,-19.4%,2.6%,3.8%[57.1 µM],-6.3%,5.4%[57.1 µM],-2.2%,5.4%,-3.3%
Clc1ccc(C2=Nn3c(nnc3-c3n[nH]c4c3CCC4)SC2)cc1,?,41.3%[activator],3.2%,12.0%[57.1 µM],-13.5%,21.7%[57.1 µM],-4.3%,?,?
COC(=O)C1=CO[C@@H](O[C@@H]2O[C@H](CO)[C@@H](O)[C@H](O)[C@H]2O)C2C1CC(O)O[C@H]2C (stereo not given in full),31.5%,4.0%,·,-5.8%,-14.9%,-15.7%,0.5%,-2.9%,7.5%
Cc1c(C(=O)Nc2ccccc2Cl)oc2ccc(S(=O)(=O)N3CCCCCC3)cc12,0.7%,-18.9%,11.2%,2.6%[57.1 µM],-7.6%,28.0%[57.1 µM],0.6%,0.5%,-13.5%
NC(=O)NC(=O)COC(=O)c1ccc(OC(F)(F)F)cc1,-12.6%,3.5%,3.5%,-8.4%,3.1%,-18.1%,-23.4%,-1.6%,-1.3%
SMILES,IDH1 R132H inh,ALOX12 inh,RXFP1 ag,TrxR1 substrate,USP1 inh,TrxR1 inh,Vif-A3F inh,Vif-A3G inh,RGS4 inhibitor
COc1ccc(N=C2NC(=O)/C(=C\C=C\c3ccccc3)S2)cc1,3.5%,-31.7%,0.5%,9.4%[57.1 µM],-1.9%,23.6%[57.1 µM],-18.1%,-3.8%,?
COc1ccc(N(C(=O)c2cccc([N+](=O)[O-])c2)S(=O)(=O)c2ccc3c(c2)n(C)c(=O)n3C)cc1,-2.4%,-10.9%,0.8%,9.8%,5.0%,34.4%[activator],0.0%,-1.8%,-1.7%
CCOC(=O)c1ccc(CN(Cc2ccc(F)cc2)S(=O)(=O)c2ccc(F)cc2)cc1,-0.4%,8.3%,-0.3%,-6.0%[57.1 µM],-21.5%,2.1%[57.1 µM],8.9%,3.9%,6.3%
O=C(N1CCCC1)C12CCC3CC(CC(C3)C1)C2,0.8%,-11.3%,-0.9%,-4.4%,0.6%,-0.8%,-8.9%,0.0%,25.1%
CC(Sc1nnnn1C)C(=O)Nc1cc(S(=O)(=O)N2CCCCC2)ccc1Cl (stereo not given),6.4%,52.6%[activator],7.5%,3.6%,-14.6%,4.3%,-11.6%,2.8%,-6.0%
C=CCNC(=S)NCCCCC1NC(=S)N(CC=C)C1=O (stereo not given),-12.3%,-14.8%,1.6%,9.4%[57.1 µM],5.1%,22.4%[57.1 µM],-10.5%,-2.0%,-12.2%
CCc1ccc(OCC(=O)OC2CCS(=O)(=O)C2)cc1 (stereo not given),-0.7%,17.0%,-3.4%,11.1%,10.9%,20.7%,-3.6%,-0.7%,12.6%
CC(C)c1cc(C(=O)O)c2ccccc2n1,0.7%,-6.8%,0.0%,0.9%,-10.6%,29.5%,2.8%,0.7%,11.0%[11.4 µM]
CCc1ccc(CN2CCC(n3nccc3NC(=O)c3ccccc3Cl)CC2)cc1,3.0%,-14.6%,1.1%,-8.7%,-11.4%,-8.4%,2.2%,5.7%,3.8%
Cc1c(Cl)c([N+](=O)[O-])nn1CCCC(=O)O,-0.1%,-4.1%,-1.0%,7.9%[57.1 µM],-18.6%,26.4%[57.1 µM],-4.4%,0.1%,-13.5%
O=C(Nc1cccc(C(=O)N2CCOCC2)c1)c1ccc([N+](=O)[O-])cc1,5.6%,-12.6%,1.9%,-1.3%,-16.4%,18.8%,1.6%,-7.0%,0.7%
O=C(NCCc1csc(-c2ccccc2)n1)c1ccc(Br)o1,14.6%,47.1%,-0.1%,1.4%[57.1 µM],-22.3%,2.0%[57.1 µM],-4.8%,-0.6%,-0.3%

# The list is partial; count on the stated rates, not on these rows.
